Mcl1-Bid inh: disrupts binding of human Mcl-1 to Bid peptide | Q07820 | TR-FRET Mcl-1/Bid-Dy647 peptide binding, 1536-well | inhibition, % at 21.7 µM | 0.97% of 220,000 active | AID 1021;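 active = compounds that cut the binding signal by more than half at the single screening dose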;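 also: His-tagged Mcl-1 with europium anti-His antibody binding Bid BH3 peptide; 0% = Mcl-1 plus peptide wells and 100% = peptide-only wells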
Target sequence (Q07820 whole entry, looked up): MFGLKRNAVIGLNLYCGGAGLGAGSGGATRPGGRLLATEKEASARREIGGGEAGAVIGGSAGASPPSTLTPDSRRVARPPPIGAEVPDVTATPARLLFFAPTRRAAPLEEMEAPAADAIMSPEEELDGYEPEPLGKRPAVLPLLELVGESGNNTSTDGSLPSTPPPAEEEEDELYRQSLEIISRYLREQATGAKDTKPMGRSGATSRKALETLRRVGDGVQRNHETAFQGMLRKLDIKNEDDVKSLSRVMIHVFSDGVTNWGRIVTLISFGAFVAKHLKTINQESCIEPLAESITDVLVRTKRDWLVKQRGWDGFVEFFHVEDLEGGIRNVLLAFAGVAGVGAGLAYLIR
Avidin fluor: compound fluoresces at 488/530 nm on avidin beads; compound fluorescence 488/530 nm, flow cytometry; active compounds read high; fluorescence (KMESF) at 10 µM; 0.38% of 220,000 active; AID 1775; in the data active = fluorescence above about 47; also: inactives centre near 10
RGS4-Gao reg: human RGS4-Galphao interaction regulation; P09471; Multiplexed bead flow cytometry, RGS4-Galphao binding; actives lie on both sides; binding response (% of control), % at 10 µM; 0.33% of 220,000 active; in the data active = binding response below about 49% or above about 150%; inactive = in between;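 also: fluorescent Galphao activated with aluminum fluoride binding bead-coupled RGS4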
RGS8-Gao: human RGS8-Galphao interaction regulation. response (percent of control binding), % at 10 µM. 0.34% of 220,000 active. multiplexed bead flow cytometry, RGS8-Galphao binding; actives lie on both sides; in the data active = response below about 60% or above about 140%; inactive = in between;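 also: Galphao activated as the GDP aluminium fluoride complex binding bead-coupled RGS8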
Pf gamet viab: kills late stage P. falciparum gametocytes. P. falciparum stage V gametocytes, ATP luminescence, 24 h. inhibition, % at 10.9 µM. 0.065% of 150,000 active. AID 743093;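 active = inhibition above the mean plus 3 SD of compounds within the control limits, set per campaign, cut at about 38% in these data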;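 also: 0% = DMSO wells and 100% = medium only without gametocytes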
ABCG2 inh: blocks JC-1 efflux by human ABCG2 transporter; inhibition, % at 6.6 µM; 0.1% of 190,000 active; Q9UNQ0; IgMXP3 cells, flow cytometry;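 active = inhibition above 80%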;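 also: 0% = DMSO and 100% = nicardipine control wells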
Target sequence (Q9UNQ0 whole entry, looked up): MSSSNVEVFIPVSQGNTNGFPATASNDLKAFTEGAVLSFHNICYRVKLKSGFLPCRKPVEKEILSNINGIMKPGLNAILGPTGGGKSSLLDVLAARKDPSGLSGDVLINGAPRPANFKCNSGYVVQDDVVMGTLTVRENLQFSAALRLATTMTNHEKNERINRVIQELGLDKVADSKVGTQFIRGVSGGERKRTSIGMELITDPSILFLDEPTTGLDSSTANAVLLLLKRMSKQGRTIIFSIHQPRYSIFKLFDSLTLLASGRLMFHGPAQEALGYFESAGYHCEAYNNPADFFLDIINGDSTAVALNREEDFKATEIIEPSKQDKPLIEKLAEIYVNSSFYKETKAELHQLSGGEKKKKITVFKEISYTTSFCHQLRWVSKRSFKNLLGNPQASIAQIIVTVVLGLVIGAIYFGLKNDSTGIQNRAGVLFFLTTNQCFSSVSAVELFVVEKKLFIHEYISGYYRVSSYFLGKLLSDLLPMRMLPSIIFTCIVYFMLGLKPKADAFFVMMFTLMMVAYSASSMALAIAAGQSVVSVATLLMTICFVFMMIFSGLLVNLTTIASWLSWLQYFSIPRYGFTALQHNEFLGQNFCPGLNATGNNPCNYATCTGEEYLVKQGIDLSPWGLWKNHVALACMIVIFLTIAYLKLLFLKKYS
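Test system: IgMXP3 (ABCG2) plus far-red-tagged CCRF-Adr (ABCB1) cells / Amount: 3 million cells/mL in well / Reagent: JC-1 transporter substrate / Timing: 10 min compound exposure, 25 °C / Signal: flow cytometry, 530 nm JC-1 signal / Read-out: percent efflux inhibition, scaled nicardipine 100% to DMSO 0% / Benchmarks: nicardipine as high control, DMSO as low control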
RGS7-Gao: modulates binding of RGS7 to human Galphao; binding response (% of control), % at 10 µM; 0.35% of 220,000 active; P09471; Multiplexed bead flow cytometry; actives lie on both sides; in the data active = binding response below about 49% or above about 150%; inconclusive = no clear call, values can overlap the other calls; inactive = in between;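 also: fluorescent Galphao held in activated GDP-AlF4 state binding bead-coupled RGS7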
Mcl-1 Bim block: inhibitors of Bim-Mcl-1 interaction, human. inhibition, % at 10 µM. 0.1% of 190,000 active. Bead-based flow cytometry, Bim peptide-Mcl-1 binding; in the data active = inhibition above about 40%;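 also: 0% = no compound tracer wells and 100% = peptide blocker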
GSH fluor: compound fluoresces at 488/530 nm on GSH beads | GSH beads flow cytometry, compound fluorescence 488/530 nm; active compounds read high | 0.25% of 190,000 active | fluorescence (KMESF) at 10 µM; in the data active = fluorescence above about 89;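 also: glutathione beads carrying GST-tagged Bcl family fusion proteins plus one bare bead set; values are compound well signal with DMSO vehicle wells as background; inactives centre near 16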
Mcl1-Noxa inh: Mcl-1/Noxa interaction inhibition. Q07820. TR-FRET Mcl-1/Noxa peptide binding, 2 h. inhibition, % at 21.7 µM. 1.5% of 220,000 active. AID 1022;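 active = compounds that cut the protein-peptide binding signal by more than 50% relative to plate controls in a single-dose test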;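 also: His-tagged Mcl-1 with rhodamine Noxa BH3 peptide and terbium anti-His antibody; 0% = Mcl-1 plus Noxa peptide wells and 100% = peptide-only wells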
ABCB1 inh: human ABCB1 inhibition, ABCG2 as counter-screen; 0.067% of 190,000 active; inhibition, % at 6.6 µM; AID 1326; CCRF-Adr cells, JC-1 efflux, flow cytometry; P08183; in the data active = inhibition above about 40%;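 also: 0% = vehicle and 100% = reference inhibitor; higher value means more JC-1 retained so stronger ABCB1 efflux block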
Active calls of the source: *; ? = inconclusive; / = no result given; & = joins results of further samples.

Sequence of screens: Mcl1-Bid inh	Avidin fluor	RGS4-Gao reg	RGS8-Gao	Pf gamet viab	ABCG2 inh	RGS7-Gao	Mcl-1 Bim block	GSH fluor	Mcl1-Noxa inh	ABCB1 inh
> Brc1ccc(OCc2ccccc2)c(CNCC2CCCO2)c1 (stereo unspecified)
  -16	9	101	104	/	2	?	-1	18	4	0.8
> O=C(Nc1ccc(F)cc1)N(CCCN1CCOCC1)Cc1cc2cc3c(cc2[nH]c1=O)OCCO3
  -14	38	103	103	/	2	101	-1	14	0	0.1
> Nc1c(C(=O)NCCc2ccccc2)sc2nc(N3CCOCC3)c3c(c12)CCCC3
  -57	10	101	100	2	5	102	-1	24	-17	1.2
> COc1ccc(C2/C(=C(/O)c3ccccc3)C(=O)C(=O)N2C)cc1 (stereo unspecified)
  -4	4	89	90	/	-9	94	-2	26	16	-5.7
> O=C(NCc1nnc(SCC(=O)N2CCN(c3ccccc3)CC2)o1)c1ccco1
  -14	41	101	101	-31	1	104	-1	24	-8	-0.4
> Cc1c(Cl)cccc1N1C(=O)CC(NNC(=O)c2cccs2)C1=O (stereo unspecified)
  -13	11	104	102	-5	3	99	0	15	-7	0.8
> Cc1ccc(-c2nn(-c3ccccc3)cc2C(N)=O)o1
  -21	11	100	103	-26	6	105	0	18	51*	0.6
> CS(=O)(=O)N(Cc1ccccc1Cl)c1ccc(C(=O)NCc2cccnc2)cc1
  2	6	101	107	10	0	105	-2	14	9	0.0
> O=C(c1ccccc1)c1cccn1CC(=O)N1CCN(C2CCCCC2)CC1
  -19	15	102	99	/	2	102	-3	23	5	1.1
> CN(CCOc1ccc(-c2ccn(S(=O)(=O)c3cccc4ccccc34)n2)cc1)c1ccccn1
  -10	12	98	98	13	-1	99	-4	34	-15	0.1
> COc1ccc(N(CC(O)CN2C(=O)NC(C)(C)C2=O)S(=O)(=O)c2ccccc2)cc1 (stereo unspecified)
  -25	8	102	99	1	0	97	0	46	7	-0.5
> Cc1ccc(NC(=O)c2ccccc2Br)cc1S(=O)(=O)N(C)C
  -1	11	102	99	-11	3	100	0	13	11	0.2
> COc1ccc(C(=O)NNC(=S)NC(=O)/C=C/c2cccs2)cc1
  -60	6	101	101	/	3	100	1	14	-35	-3.3
> COc1ccc(N=Cc2c(O)[nH]c3ccccc23)cc1
  -33	8	102	98	-1	6	98	-1	10	3	0.6
> O=C(NCC(=O)N(c1ccc2c(c1)OCCO2)C(C(=O)NC1CCCC1)c1ccco1)c1ccco1 (stereo unspecified)
  -8	36	94	96	4	46	91	-7	28	19	0.9
> CCOC(=O)C1CCN(Cc2nc3ccccc3c(=O)n2-c2ccc(OCC)cc2)CC1
  -6	23	98	100	/	0	99	-5	14	6	0.0
> CCc1nn(C(C)C(=O)NC(C)CCc2ccco2)c(=O)c2cc3occc3n12 (stereo unspecified)
  -25	36	97	102	/	0	100	2	27	17	0.0
> O=C(Cc1ccc(Br)cc1)N1CCCCCC1
  2	7	101	102	15	3	101	0	16	10	0.7
> COc1ccc(S(=O)(=O)Nc2ccccc2C)cc1C(=O)N1CCOCC1
  -16	7	104	105	-34	1	111	-4	12	2	-0.1
> Cc1cc(S(=O)(=O)NCc2cccs2)ccc1-n1cnnn1
  -7	2	88	67	26	-2	91	0	10	3	0.5
> CCCC1C2C(=O)N(c3cccc(C)c3)C(=O)C2ON1c1ccccc1 (stereo unspecified)
  -19	6	102	102	-39	/	?	/	/	-18	/
> O=C(/C=C/c1ccc(O)cc1)c1ccccc1
  -28	3	102	102	15	/	?	/	/	-7	/
> COC(=O)c1sc(NC(=O)c2ccco2)c(C#N)c1C
  -45	9	101	95	3	/	?	/	/	2	/
> COc1ccc(NC(=O)Cc2ccc(-c3ccccc3)cc2)cn1
  -26	9	92	97	5	4	97	-1	25	12	0.6
> Cc1cc(-c2csc(N)n2)c(C)n1Cc1ccccc1
  -79	10	97	100	8	1	?	0	18	18	0.2
> COc1cc(CNCCc2ccc(F)cc2)ccc1OCc1ccc(Cl)nc1
  -12	5	94	105	/	2	102	0	41	45	1.0
> COC(=O)c1ccc(NC(c2ccc(Cl)cc2)P(=O)(OC)OC)cc1 (stereo unspecified)
  2	12	103	103	/	4	103	-7	21	13	0.5
> Fc1ccc(-n2nnnc2-c2ccccc2Cl)cc1
  -23	7	106	116	15	2	120	0	20	1	0.6
> O=C(Cn1cc(C(=O)C2CC2)c2ccccc21)NCC1CCCO1 (stereo unspecified)
  -5	8	100	102	-22	14	107	-4	18	-2	2.2
> Cc1ccc(-n2ncc(C(=O)Nc3cc(Cl)ccc3C)c2C2CCNCC2)cc1C
  -2	21	102	102	7	0	98	1	8	13	0.0
> CN(C)c1ccc(S(=O)(=O)NCC(=O)OCC(=O)Nc2cccc(Cl)c2)cc1[N+](=O)[O-]
  -8	2	101	92	2	2	97	-5	10	18	-1.1
> CCC(CC)C(=O)N=C1SC2CS(=O)(=O)CC2N1CCc1ccc(OC)cc1 (stereo unspecified)
  4	9	99	99	-17	4	103	-5	12	22	0.6
> C=C(C)C1Cc2cc3ccc(=O)oc3cc2O1 (stereo unspecified)
  3	10	102	101	/	6	102	-6	15	10	0.1
> CCC1CCCCN1C(=O)CCc1nnc(Cc2c[nH]c3ccccc23)o1 (stereo unspecified)
  -40	11	101	103	-12	0	101	-3	14	-1	0.3
> Cc1ccc(S(=O)(=O)NNC(=O)c2cnn(-c3ccc(Cl)cc3)c2C(F)(F)F)cc1
  -12	8	107	102	-3	/	?	/	/	1	/
> O=C(NC(=S)Nc1cccc2ncccc12)c1ccccc1
  -39	12	101	100	16	23	?	1	15	15	4.2
> COc1ccc(C(=O)CN2CCN(c3ccc(F)cc3)CC2)cc1OC
  -27	37	102	104	-19	0	100	-4	19	-15	0.1
> O=C(Nc1nnc(-c2ccco2)o1)c1ccc(S(=O)(=O)N2CCOCC2)cc1
  -28	4	100	100	/	1	97	0	19	9	-0.2
> CN(C)CCOC(=O)NC12CC3CC(CC(C3)C1)C2
  -2	8	100	100	3	/	?	/	/	3	/
> O=C(NC1CCCc2ccccc21)c1ccc(CNc2c(N3CCOCC3)c(=O)c2=O)cc1 (stereo unspecified)
  -9	26	99	99	/	4	95	-1	13	4	0.5

Mcl1-Noxa inh: hit marks shown above
| canonical_smiles | Mcl1-Bid inh | Avidin fluor | RGS4-Gao reg | RGS8-Gao | ABCG2 inh | RGS7-Gao | Mcl-1 Bim block | GSH fluor | Mcl1-Noxa inh |
| --- | --- | --- | --- | --- | --- | --- | --- | --- | --- |
| Cc1ccc(-c2nn(-c3ccccc3)cc2C(N)=O)o1 | -21 | 11 | 100 | 103 | 6 | 105 | 0 | 18 | 51* |

The list goes on:
Sequence of screens: Mcl1-Bid inh	Avidin fluor	RGS4-Gao reg	RGS8-Gao	Pf gamet viab	ABCG2 inh	RGS7-Gao	Mcl-1 Bim block	GSH fluor	Mcl1-Noxa inh	ABCB1 inh
> COc1ccc(OC)c(NC2=C(Cl)C(=O)N(Cc3ccccc3)C2=O)c1
  2	10	99	99	-11	7	?	0	10	17	2.3
> O=C1NC2(CCCCC2)C(=O)N1CCS(=O)(=O)Oc1ccc(Br)cc1
  4	9	99	97	20	2	101	0	17	-1	1.1
> COC(=O)c1cc(Br)c(=O)n(CCC2=CCCCC2)c1
  -50	6	95	99	/	1	97	1	17	-22	0.0
> O=C1NCC(COc2cccc3ccccc23)O1 (stereo unspecified)
  4	6	98	95	-21	2	96	-1	14	14	0.4
> COc1cc(/C=N/NC(=O)COc2cccc(F)c2)ccc1OS(=O)(=O)c1ccc(C)cc1
  19	10	96	87	6	22	93	0	7	22	2.0
> Cc1ccnc2c1NC(=O)c1cccnc1N2C1CC1
  6&-6	6&6	98&93	100&98	/	-1&1	101&95	-2&0	32&71	15&-26	0.0
> O=C(CO/N=C/c1ccc(OC(F)F)cc1)NC1CCCCCC1
  17	9	99	99	7	8	?	-2	14	9	0.5
> Cc1nn(C(=O)c2ccc([N+](=O)[O-])cc2)c(C)c1Br
  -17	6	100	98	12	/	?	/	/	-4	/
> COc1cccc(C(=O)Nc2nc(C)cs2)c1
  -9	12	100	97	/	3	99	-1	23	0	0.2
> COc1ccc(Cl)cc1NC(=O)c1cc(-c2ccccc2O)n[nH]1
  0	6	101	103	1	6	98	-3	25	24	-0.5

Single values from the entries so far:
COc1ccc(Cl)cc1NC(=O)c1cc(-c2ccccc2O)n[nH]1 | RGS4-Gao reg: 101
O=C(Cc1ccc(Br)cc1)N1CCCCCC1 | RGS8-Gao: 102

Continued.
Sequence of screens: Mcl1-Bid inh	Avidin fluor	RGS4-Gao reg	RGS8-Gao	Pf gamet viab	ABCG2 inh	RGS7-Gao	Mcl-1 Bim block	GSH fluor	Mcl1-Noxa inh	ABCB1 inh
> CN(C)c1ccc(P(=O)(OCc2ccccc2)C(O)c2ccncc2)cc1 (stereo unspecified)
  -46	21	126	117	-6	2	116	0	12	5	0.9
> COc1ccc(N2C(=O)C(Cl)=C(Nc3ccccc3O)C2=O)cc1
  9	4	97	95	/	-2	91	34	7	23	-0.3
> CCOC(=O)CCCNC(=O)CN1C(=O)NC2(CCCCCC2)C1=O
  5	6	103	100	-2	-3	103	2	34	7	-2.3
> Clc1cccc(-c2ccc(/C=N/n3cnnc3)o2)c1Cl
  22	5	88	75	/	11	89	-1	19	25	0.7
> CC1=C/C(=N\NC(=S)NCc2ccccc2)CC1
  -62	10	93	99	1	6	91	0	10	-9	-0.7
> FC(F)(F)c1ccc(Cl)c(NC(=S)NC2CC2)c1
  -57	3	104	103	-138	9	102	0	9	1	0.9
> O=C(Cc1cccs1)Nc1ccc(S(=O)(=O)N2CCCC2)cc1
  -19	5	84	85	-2	0	70	0	14	63*	-0.6
> Cc1cccc(NC(=S)NNC(=S)NC2CCCCC2)c1C
  -25	9	102	99	/	7	102	-5	10	-13	0.3
> Nc1nc(Nc2ccc(Cl)cc2)n[nH]1
  -22	11	103	103	1	0	102	0	64	-3	-0.2
> O=C(N/N=C\c1ccc(Cl)s1)c1cccs1
  -13	30	99	98	-10	1	98	0	17	-7	-0.2
> Oc1ccc(Br)cc1/C=N/n1cnc2ccccc21
  -33	9	99	98	6	2	100	-1	10	2	0.3
> CCNC(=O)Cc1ccc(Br)cc1
  -12	10	102	101	6	-8	102	0	11	11	-4.2
> CCCN1CCN(CCCNC(=O)C2CCCN(c3nc4ccc(OCC)cc4s3)C2)CC1 (stereo unspecified)
  0	17	104	107	/	0	102	-3	34	6	0.1
> CN(C(=O)N1CCN(c2ccccn2)CC1)c1ccccc1
  -21	8	103	100	/	2	98	-1	11	13	0.7
> COc1ccc(/C(O)=C/c2nc3ccccc3n(-c3ccccc3)c2=O)cc1
  -27	16	106	100	/	2	106	3	15	-23	0.6
> O=C(Cn1cnc2c(nnn2Cc2ccc(Cl)cc2)c1=O)N1CCN(c2ccccc2)CC1
  -14	5	126	123	/	-1	127	1	18	-4	0.1
> CCOc1ccc(-c2nnn(CC(=O)NCc3ccc(C)cc3)n2)cc1
  -27	15	99	103	15	1	101	-1	11	-15	0.1
> C=CCn1c(=O)c2c(C)c(C)sc2n2c(Nc3ccccc3)nnc12
  -13	8	99	100	/	9	102	-2	17	0	1.6

Source: PubChem
